Assay outcomes deposited in PubChem by National Center for Advancing Translational Sciences (NCATS).
p53null 39C tox – qHTS Screen for Compounds that Selectively Target Cancer Cells with p53 Mutations: Cytotoxicity of p53 Null Cells at the Nonpermissive Temperature. AID 904, 2007. H1299 p53-null (neo) cells, 39C, ATPlite viability, 24 h. Potency, µM (series often up to 46.1 µM), inactives show at the top dose activity, negative = cell killing, actives largely listed as cytotoxic. 55,000 compounds, 0.97% hits;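 note: potency is the fitted concentration of half-maximal effect; 0% = DMSO only and -100% = full killing by 100 µM tamoxifen; nearly all actives have a fitted effect of over 50% in size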
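Concentration-response (up to 46 uM) was run for 24 h at the nonpermissive 39C on H1299-p53A138V or H1299-neo cells. ATP content was measured with ATPlite luminescence. AC50 values were Hill-modeled after normalizing between DMSO and 100 uM tamoxifen killing.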
FH mod – Identification of activators of human fumarate hydratase by quantitative high-throughput screening; Fumarate hydratase, mitochondrial (Homo sapiens), P07954; FH coupled MDH/diaphorase resazurin fluorescence, 15 min; Potency, µM (series often up to 79.9 µM), for the others: at the highest dose activity change, negative = inhibition, most hits filed as inhibitors; 54,000 compounds, 0.22% hits; note: potency is the fitted concentration of half-maximal effect; % is set by controls: 0 for no effect and ±100 for the full control effect; the screen sought activators but most active calls are inhibition curves; nearly all actives have a fitted effect of over 45% in size
GALK inhibitor – qHTS Assay for Inhibitors of Human Galactokinase (GALK): NCGC Sytravon Library Screen | P51570 | recombinant GALK, Kinase-Glo ATP luminescence, 1 h | Potency, µM (titrated, usually from 57.5 µM), for the others: at the highest dose activity, negative = inhibition, usual class: inhibitors | 44,000 tested, under 10 active | AID 1347072, 2019;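 note: plate controls were full GALK reaction for no effect and reaction lacking GALK for full effect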
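Human GALK (5 nM) was incubated with 35 uM ATP and 100 uM galactose in 20 mM HEPES pH 8.0 with MgCl2, NaCl, DTT and BSA for 1 h at room temperature. Remaining ATP was measured by Kinase-Glo Plus luminescence.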
NTMT1 inh – Primary qHTS for Inhibitors of N-terminal methyltransferase 1 (NTMT1): MTaseGlo Assay; N-terminal Xaa-Pro-Lys N-methyltransferase 1 (Homo sapiens), Q9BV86; 59,000 compounds, 2.5% hits; Potency, µM (doses to about 114 µM), without a hit: top-dose activity change, negative = inhibition, usual class: inhibitors; NTMT1 MTase-Glo SAH luminescence, purified enzyme;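 note: potency is the fitted concentration of half-maximal effect; plate controls were DMSO vehicle for no effect and no enzyme for full effect; nearly all actives have a fitted effect of over 65% in size; many of its hits are not listed in these tables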
Target sequence (Q9BV86 whole entry, looked up): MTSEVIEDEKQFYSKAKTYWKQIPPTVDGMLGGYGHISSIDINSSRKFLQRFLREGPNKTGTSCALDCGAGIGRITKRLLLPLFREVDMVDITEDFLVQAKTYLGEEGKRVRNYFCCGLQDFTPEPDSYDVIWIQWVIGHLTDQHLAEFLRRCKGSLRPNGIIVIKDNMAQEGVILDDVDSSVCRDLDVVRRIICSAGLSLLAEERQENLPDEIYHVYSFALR
TSG101-PTAP inh – qHTS Validation Assay for Inhibitors of HIV-1 Budding by Blocking the Interaction of PTAP/TSG101: Sytravon Library Screen. Tumor susceptibility gene 101 protein (Homo sapiens), Q99816. Fluorescence polarization, FITC-PTAP peptide/Tsg101, 20 min. Potency, µM (titrated, usually from 115 µM), inactives show top-dose activity change, negative = inhibition, most hits filed as inhibitors. 44,000 tested, under 10 active. AID 1347069, 2019; note: potency is the fitted concentration of half-maximal effect; 0% is about no effect
Target sequence (Q99816 whole entry, looked up): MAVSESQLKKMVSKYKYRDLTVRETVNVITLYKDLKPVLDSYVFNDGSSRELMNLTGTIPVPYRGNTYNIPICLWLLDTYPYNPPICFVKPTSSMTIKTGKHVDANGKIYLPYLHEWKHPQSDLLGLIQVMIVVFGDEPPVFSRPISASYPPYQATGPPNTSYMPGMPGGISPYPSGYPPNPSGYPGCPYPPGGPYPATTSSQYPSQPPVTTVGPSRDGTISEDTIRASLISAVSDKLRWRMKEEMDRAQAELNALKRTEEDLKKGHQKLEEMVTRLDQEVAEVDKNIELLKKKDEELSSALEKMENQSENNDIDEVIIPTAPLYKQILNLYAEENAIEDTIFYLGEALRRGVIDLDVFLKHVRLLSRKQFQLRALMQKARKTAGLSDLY
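Fluorescence polarization binding of Tsg101 binding domain (10 uM final) to FITC-labeled PTAP-motif peptide (50 nM final) in HEPES pH 7.5/NaCl/Tween 20/EDTA/TCEP buffer; 20 min at r.t. Actives by curve class, <25 µM, efficacy <60% inhibition.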
B2AR arrestin ag – qHTS assay of beta-arrestin-biased ligands of beta2-adrenergic receptor: NCGC Sytravon Library Screen | Beta-2 adrenergic receptor (Homo sapiens), P07550 | HTLA Tango cells, beta-arrestin recruitment, luciferase luminescence, 18 h | Potency, µM (titrated, usually from 46.1 µM), without a hit: top-dose activation, actives largely listed as activators | 44,000 tested, under 10 active | AID 1347077, 2019;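 note: potency is the fitted concentration of half-maximal effect; 0% = DMSO and full agonism = EC100 isoproterenol or metaproterenol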
Target sequence (P07550 whole entry, looked up): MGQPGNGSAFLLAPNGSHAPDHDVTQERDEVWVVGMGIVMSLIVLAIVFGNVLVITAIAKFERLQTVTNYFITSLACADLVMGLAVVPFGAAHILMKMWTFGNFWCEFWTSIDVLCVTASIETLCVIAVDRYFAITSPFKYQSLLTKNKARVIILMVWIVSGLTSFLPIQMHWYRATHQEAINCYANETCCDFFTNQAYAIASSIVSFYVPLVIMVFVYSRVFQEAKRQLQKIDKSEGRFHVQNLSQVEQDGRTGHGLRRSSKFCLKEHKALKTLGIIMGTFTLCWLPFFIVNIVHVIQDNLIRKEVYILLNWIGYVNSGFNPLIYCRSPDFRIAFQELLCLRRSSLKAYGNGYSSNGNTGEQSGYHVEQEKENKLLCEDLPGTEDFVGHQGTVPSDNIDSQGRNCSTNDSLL
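Luminescence read-out: arrestin recruitment to recombinant beta2-AR releases tTA, inducing luciferase. Cells exposed 18 hr at 37 degrees C to up to 46 microM compound; %Activity from corrected signal, concentration-response curves classified by r2, magnitude and efficacy.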
p53null 32C tox – qHTS Screen for Compounds that Selectively Target Cancer Cells with p53 Mutations: Cytotoxicity of p53 Null Cells at the Permissive Temperature. H1299-neo p53 null cells, ATP luminescence, 24 h, 32C. Potency, µM (doses to about 46.1 µM), for inactives: at the highest dose activity change, negative = cytotoxicity, hits mostly cytotoxic. 55,000 compounds, 0.62% hits;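 note: potency is the fitted concentration of half-maximal effect; 0% = DMSO only and -100% = full killing by 100 µM tamoxifen; nearly all actives have a fitted effect of over 55% in size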
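Cytotoxicity: H1299-neo (no p53), 32C, 24 h treatment. Concentrations up to 46 uM. Readout cellular ATP, luminescence. Normalization to DMSO basal and tamoxifen 100 uM maximal kill.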
Starred values were filed as active, the others as inactive; ? = inconclusive; nt = not tested or not shown; [ ] = dose if it differs, or a comment. Calls come from the whole dose curve; as a rule, active = well fitted curve in the direction sought with a large enough effect; inconclusive = small, poorly fitted or top-dose-only effect, or another doubt; inactive = no such curve, though single readings can be large; an effect the other way counts as inactive or inconclusive. Some of the compounds tested. The share of hits here may be higher or lower than overall.

Molecule,p53null 39C tox,FH mod,GALK inhibitor,NTMT1 inh,TSG101-PTAP inh,B2AR arrestin ag,p53null 32C tox
Cc1nn(-c2ccc(N3CCCCC3)nn2)c(C)c1CCC(=O)NCc1ccc(F)cc1,-7%,nt,1%,nt,0%,-1%,-4%
COc1ccc(-c2nc(CN3CCC(C(=O)NCc4ccc(C)cc4)CC3)c(C)o2)cc1OC,-12%,-30%,9%,-3%,-1%,-1%,-3%
CC1=C(C(=O)Nc2ccccc2C)C(c2ccc[nH]2)n2ncnc2N1 (centres undefined),0%,-9%,0%,?,-7%,3%,7%
O=C1CN(C(=O)c2ccccc2)C(c2ccc(F)cc2)c2cc(Br)ccc2N1 (centres undefined),1%,-7%,5%,-1%,-7%,-2%,24%
Fc1ccccc1N1CCN(c2ncnc3onc(-c4cccc(Cl)c4)c23)CC1,7%,-11%,-1%,-15%,5%,-1%,4%
Cc1ccc(C)c(Cn2c(=O)n(CCC(=O)NCc3ccc4c(c3)OCO4)c(=O)c3sccc32)c1,1%,-16%,-5%,-16%,0%,-2%,-10%
COc1ccc(C(=O)c2cn(Cc3cccc(C)c3)c3cc4c(cc3c2=O)OCCO4)cc1OC,1%,-10%,7%,4%,-8%,-1%,-4%
COc1ccc(Cn2ccc3nc(C)c(C(=O)N4CCN(c5ccccc5)CC4)cc3c2=O)cc1,-8%,6%,0%,3%,-1%,0%,5%
COCCN1C(=O)c2[nH]nc(-c3c(C)cc(C)cc3O)c2C1c1cccc(O)c1 (centres undefined),12%,3%,-5%,13%,-7%,7%,9%
CCOc1ccc(CCNC(c2cccc(Cl)c2)c2nnc(-c3ccccc3)o2)cc1OCC (centres undefined),8%,nt,-7%,nt,1%,1%,10%
CCOC(=O)C(Cc1ccccc1)NC(=O)CCc1c(C)nc2nc(C)nn2c1C (centres undefined),0%,-3%,9%,11%,-4%,1%,-3%
O=S(=O)(NCCc1nnc2ccc(SCc3c(F)cccc3Cl)nn12)c1ccccc1,7%,-15%,?,20%,2%,1%,9%
O=C(Nc1nc2c(F)cccc2s1)c1ccc(S(=O)(=O)N2CCCc3ccccc32)cc1,?,4%,1%,-5%,-2%,0%,0%
O=C(Nc1ccc2c(c1)OCO2)c1cc(-c2cccc(Cl)c2)on1,-5%,nt,5%,nt,3%,0%,22%
COCc1c(Br)c(C)nc2sc3c(=O)n(-c4cccc(Br)c4)nnc3c12,12%,-1%,2%,-1%,-7%,-2%,9%
Cc1ccc(NC(=O)Cn2nc(-c3ccc(Cl)cc3)c3ccccc3c2=O)cc1,-7%,3%,0%,1%,-1%,1%,1%

Part of the list above in order of SMILES length, ascending.
Molecule,p53null 39C tox,FH mod,GALK inhibitor,NTMT1 inh,TSG101-PTAP inh,B2AR arrestin ag,p53null 32C tox
O=C(Nc1ccc2c(c1)OCO2)c1cc(-c2cccc(Cl)c2)on1,-5%,nt,5%,nt,3%,0%,22%
Fc1ccccc1N1CCN(c2ncnc3onc(-c4cccc(Cl)c4)c23)CC1,7%,-11%,-1%,-15%,5%,-1%,4%
COCc1c(Br)c(C)nc2sc3c(=O)n(-c4cccc(Br)c4)nnc3c12,12%,-1%,2%,-1%,-7%,-2%,9%
Cc1ccc(NC(=O)Cn2nc(-c3ccc(Cl)cc3)c3ccccc3c2=O)cc1,-7%,3%,0%,1%,-1%,1%,1%
O=S(=O)(NCCc1nnc2ccc(SCc3c(F)cccc3Cl)nn12)c1ccccc1,7%,-15%,?,20%,2%,1%,9%
COCCN1C(=O)c2[nH]nc(-c3c(C)cc(C)cc3O)c2C1c1cccc(O)c1 (centres undefined),12%,3%,-5%,13%,-7%,7%,9%
O=C(Nc1nc2c(F)cccc2s1)c1ccc(S(=O)(=O)N2CCCc3ccccc32)cc1,?,4%,1%,-5%,-2%,0%,0%
COc1ccc(C(=O)c2cn(Cc3cccc(C)c3)c3cc4c(cc3c2=O)OCCO4)cc1OC,1%,-10%,7%,4%,-8%,-1%,-4%
Cc1ccc(C)c(Cn2c(=O)n(CCC(=O)NCc3ccc4c(c3)OCO4)c(=O)c3sccc32)c1,1%,-16%,-5%,-16%,0%,-2%,-10%

Further entries follow:
Molecule,p53null 39C tox,FH mod,GALK inhibitor,NTMT1 inh,TSG101-PTAP inh,B2AR arrestin ag,p53null 32C tox
COc1ccc(-c2cc3nc(C)c(CCC(=O)Nc4ccc(F)cc4F)c(C)n3n2)c(OC)c1,-25%,15%,8%,4%,0%,-2%,-4%
COc1ccc(N2CCN(Cc3nc(-c4ccc(C)cc4)no3)CC2)cc1,2%,-13%,-8%,?,0%,-1%,6%
O=S(=O)(Nc1ccc(-c2ccc(N3CCCC3)nn2)cc1)c1ccc(Br)cc1,12%,nt,-1%,nt,0%,2%,8%
Cc1ccc(S(=O)(=O)N(CC(=O)NCCc2ccc(Cl)cc2)c2ccccc2C)cc1,19%,?,4%,3%,-4%,0%,-2%
Cc1ccc2c(CC(=O)Nc3cc(C(F)(F)F)ccc3Cl)coc2c1C,-4%,-3%,9%,3%,-6%,-1%,-8%
CCOc1cc(CNC(=O)c2cc(-c3ccccc3)n[nH]2)cc(OCC)c1OCC,-7%,-4%,2%,6%,-2%,1%,-1%
Cc1ccc(CNc2nc3ccc(C)cc3n3nnnc23)cc1,-14%,-1%,0%,5%,-9%,-1%,7%
O=C(NCCOCCn1c(=O)oc2ccccc21)Nc1ccc(F)cc1,-6%,-16%,-4%,?,-4%,-1%,-15%
COc1ccccc1NC(=O)c1sc(-c2ccc(Cl)cc2)cc1N,-5%,-17%,5%,9%,4%,-1%,-1%
CCOc1ccc(CNC(=O)C2CCCN(S(=O)(=O)N(C)c3ccc(F)cc3)C2)cc1OC (centres undefined),3%,-14%,4%,4%,0%,0%,-8%
CCCCN(C)S(=O)(=O)c1cc(-c2nnc3c4ccccc4c(C)nn23)ccc1C,13%,-22%,0%,18%,2%,-2%,?
Cc1ccccc1CNC(=O)Cn1ncn2nc(-c3cccs3)cc2c1=O,-26%,-7%,2%,8%,0%,-1%,7%
COc1ccc(-c2nc3c4cnn(-c5ccccc5F)c4ncn3n2)cc1,2%,3%,0%,7%,-2%,-1%,-10%
Oc1cccc(C(Nc2ccccn2)c2ccc3cccnc3c2O)c1Cl (centres undefined),4µM*,nt,0%,nt,-2%,?,?
Cc1cc(NC(=O)n2ncc3c(C)cccc32)ccc1Br,-14%,-12%,3%,0%,-1%,-3%,2%
CS(=O)(=O)Nc1ccccc1C(=O)OCc1cc(=O)n2nc(C3CCCCC3)sc2n1,-4%,-9%,2%,2%,-1%,0%,-3%
CCOc1ccccc1NC(=O)NC(CC)c1c(-n2cccc2)sc2c1CCN(C)C2 (centres undefined),-12%,-9%,1%,-4%,4%,0%,-5%
Cc1nn(-c2ccc(N3CCOCC3)nn2)c(C)c1CCC(=O)NCc1ccccc1,-21%,12%,2%,6%,0%,0%,4%
CC(C)OCCCNC(=O)CCCn1c(=O)[nH]c2ccsc2c1=O,13%,2%,-3%,8%,-8%,1%,3%
CCN1CCN(C(=O)Cn2ncc3c4ccccc4n(Cc4c(C)cc(C)cc4C)c3c2=O)CC1,?,-19%,-2%,3%,0%,-3%,9%
Cc1ccc(CN2C(=O)C(O)(c3c(C)[nH]c4ccccc34)c3ccccc32)cc1 (centres undefined),2%,?,-4%,?,-14%,0%,30%[activator]
CCc1ccc(N=C2NC(=O)CC(C(=O)Nc3ccc(OC)cc3)S2)cc1 (centres undefined),-2%,-17%,3%,-20%,0%,-2%,0%
COc1ccc(C2(CNC(=O)C(=O)Nc3cccc(C(F)(F)F)c3)CCCC2)cc1OC,-1%,-22%,-1%,-5%,-8%,-1%,3%
COc1ccc(-c2nc(C(N)=O)c3c(n2)n(-c2ccccc2OC)c(=O)n3C)c(OC)c1,7%,-23%,4%,?,-5%,0%,5%
COc1ccc(F)cc1S(=O)(=O)Nc1cccc(-c2ccc(N3CCC(C)CC3)nn2)c1,?,nt,0%,nt,-4%,?,?
O=S(=O)(NCCS(=O)(=O)N1CCN(c2ccccc2)CC1)c1ccc(Cl)cc1,3%,-1%,2%,34%[activator],-3%,-1%,0%
Cc1ccc(-c2nnc(Nc3ccc(S(N)(=O)=O)cc3)c3ccccc23)cc1S(=O)(=O)N1CCCCC1,-11%,-7%,1%,10%,1%,0%,-6%
O=C(Cn1nnc2sc(-c3ccccc3)cc2c1=O)Nc1cccc(C(F)(F)F)c1,-21%,3%,0%,2%,9%,-1%,-3%
Cn1cnc(S(=O)(=O)N2CCCC(C(=O)Nc3ccc(OC(F)(F)F)cc3)C2)c1 (centres undefined),-7%,8%,0%,4%,-4%,1%,2%
CCc1cccc(C)c1NC(=O)Cn1cnc2c1c(=O)n(C)c(=O)n2C,30%[activator],6%,0%,15%,0%,0%,0%
Cc1ccc(Nc2c(-c3ccc(C)s3)nc3ncccn23)cc1,-15%,-4%,-11%,-1%,2%,6%,19%
CCOc1ccccc1NC(=O)CN1C(=O)C2(SCC(=O)N2c2cccc(F)c2)c2ccccc21 (centres undefined),14%,-22%,3%,-1%,4%,2%,18%
